# From PubChem BioAssay
# ADAM17 inh = inhibits human ADAM17. inhibition, % at 6.95 µM. P78536. actives 0.83% (n = 370,000). recombinant ADAM17, EDANS/DABCYL FRET peptide cleavage;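 active means inhibition above the mean of compounds lying between control limits plus 3 SD, set per campaign, cut at about 8.5% in these data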;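 further: 0% = DMSO-only wells as the low control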
# NR1D1 modulator = modulators of human Rev-erb alpha DNA binding; Rev-erbα–FITC-DNA binding, fluorescence polarization, 90 min; activity, % at 10 µM; actives 0.79% (n = 370,000);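 active means activity above about 14%, limit read from the data; passing the limit was not always enough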;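 further: 0% = DMSO wells with 35 nM protein and 100% = DMSO wells with 750 nM protein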
# MBD2 DNA inh = MBD2-methylated oligo binding inhibition; Q9UBB5; TR-FRET, MBD2 binding to methylated oligonucleotide; inhibition, % at 4.4 µM; actives 0.31% (n = 370,000); AID 686964; in the data active means inhibition above about 13%
# hcDAF-12 act = H. contortus DAF-12 activation, primary screen; HEK293 hcDAF-12 lit1-tk-luc reporter, luminescence; 0% DMSO, 100% Δ7-dafachronic acid; actives 1.4% (n = 370,000); activation, % at 6.8 µM; AID 652067;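 active means activation above the mean of all tested compounds plus 3 SD, cut at about 5.5% in these data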;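 further: 100% = response to 3 µM Δ7-dafachronic acid high control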
# DAX1 inh-1 = inhibitors of human orphan nuclear receptor DAX1 (NR0B1); inhibition, % at 6.75 µM; P51843; HEK293 Gal4-DAX1 luciferase reporter, luminescence; AID 504766; actives 0.99% (n = 340,000);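 active means inhibition above the mean over all tested compounds plus 3 SD, cut at about 4.2% in these data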;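 further: 0% = DAX1-transfected cells with DMSO and 100% = empty-vector control cells with DMSO; inhibition shows as a rise in luminescence from relieved DAX1 repression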
# PLC-gamma1 inh = blocks human PLC-gamma1 enzyme activity; actives 0.84% (n = 370,000); P19174; purified PLC-gamma1, fluorogenic substrate, fluorescence; inhibition, % at 12.2 µM; in the data active means inhibition above about 9.5%
# DAX1 inh-2 = DAX1 (NR0B1) inhibition, primary screen | HEK293T StAR-luciferase reporter, SF-1/DAX-1 repression relief | inhibition, % at 6.8 µM | actives 1.1% (n = 370,000) | AID 652010;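 active means inhibition above the mean over all tested compounds plus 3 SD, cut at about 3.6% in these data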;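 further: 0% = DAX-1 cells with DMSO and 100% = cells lacking DAX-1 with DMSO; higher inhibition means more luminescence from relief of DAX-1 repression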
# hgDAF12 agonist = hgDAF-12 agonism, primary luciferase screen; activation, % at 6.8 µM; actives 1.8% (n = 370,000); HEK293 GAL4-hgDAF12 UAS-luciferase reporter, agonist luminescence; normalized to butyrate control;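 active means activation above a cutoff set at the mean of all screened compounds plus 3 SD, cut at about 10% in these data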;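 further: 0% = DMSO wells and 100% = sodium butyrate wells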
# PLC-beta3 inh = inhibitors of human phospholipase C beta3 | actives 0.18% (n = 370,000) | AID 720704 | Q01970 | inhibition, % at 12.2 µM | Purified PLC-beta3, fluorogenic substrate, fluorescence; in the data active means inhibition above about 11%;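 further: 0% = median of compound wells on plate and 100% = full blocker control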
# Target sequence (Q01970 whole entry, looked up): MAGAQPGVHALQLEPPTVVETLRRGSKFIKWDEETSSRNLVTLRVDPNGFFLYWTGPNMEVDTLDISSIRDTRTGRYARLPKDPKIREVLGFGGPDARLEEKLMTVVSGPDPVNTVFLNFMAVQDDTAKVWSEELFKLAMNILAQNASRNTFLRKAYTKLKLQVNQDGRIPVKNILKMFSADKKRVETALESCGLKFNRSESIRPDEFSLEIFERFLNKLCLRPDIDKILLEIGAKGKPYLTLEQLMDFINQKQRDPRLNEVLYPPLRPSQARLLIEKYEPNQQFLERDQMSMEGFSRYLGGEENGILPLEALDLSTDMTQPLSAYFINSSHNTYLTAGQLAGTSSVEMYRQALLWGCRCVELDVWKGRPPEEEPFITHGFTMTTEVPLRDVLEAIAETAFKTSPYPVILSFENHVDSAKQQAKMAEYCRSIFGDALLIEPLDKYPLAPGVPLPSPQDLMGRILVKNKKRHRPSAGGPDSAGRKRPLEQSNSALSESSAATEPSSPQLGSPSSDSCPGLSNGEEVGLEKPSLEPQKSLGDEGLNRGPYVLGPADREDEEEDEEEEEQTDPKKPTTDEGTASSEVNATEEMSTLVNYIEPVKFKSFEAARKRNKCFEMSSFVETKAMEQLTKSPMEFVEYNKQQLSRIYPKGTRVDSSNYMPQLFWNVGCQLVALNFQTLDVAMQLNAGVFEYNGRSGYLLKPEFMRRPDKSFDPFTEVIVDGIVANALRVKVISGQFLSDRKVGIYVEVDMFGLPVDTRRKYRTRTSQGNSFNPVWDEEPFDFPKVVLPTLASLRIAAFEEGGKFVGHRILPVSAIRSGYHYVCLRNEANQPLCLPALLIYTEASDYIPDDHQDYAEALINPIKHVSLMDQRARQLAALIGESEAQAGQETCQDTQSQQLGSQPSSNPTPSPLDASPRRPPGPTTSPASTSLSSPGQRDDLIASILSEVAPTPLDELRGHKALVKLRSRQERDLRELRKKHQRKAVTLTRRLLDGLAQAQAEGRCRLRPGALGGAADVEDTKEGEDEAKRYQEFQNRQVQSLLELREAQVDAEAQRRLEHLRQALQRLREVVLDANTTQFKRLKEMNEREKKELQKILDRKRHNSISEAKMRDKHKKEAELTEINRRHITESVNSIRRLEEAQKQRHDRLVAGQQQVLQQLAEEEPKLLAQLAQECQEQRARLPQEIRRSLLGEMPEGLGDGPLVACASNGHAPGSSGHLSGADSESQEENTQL
# ssDAF-12 act = activates DAF-12 receptor from parasite S. stercoralis | HEK293 ssDAF-12/GRIP1 lit1-tk-luc reporter, luminescence; % of 3 µM dafachronic acid response | activation, % at 6.8 µM | actives 1% (n = 370,000) | AID 652126;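 active means activation above the mean over all tested compounds plus 3 SD, cut at about 0.9% in these data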;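 further: 0% = DMSO-only wells and 100% = 3 µM delta7-dafachronic acid wells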
# SMARCA2 activ = activators of SMARCA2 function; MG213 cells, MMTV-luciferase reporter, dexamethasone, overnight; activation, % at 9.1 µM; actives 1% (n = 370,000); AID 652017; in the data active means activation above about 7.8%;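 further: 0% = vehicle wells and 100% = reference activator wells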
# An asterisk follows results filed as active; nt = no result given.
# Every second line gives: ADAM17 inh	NR1D1 modulator	MBD2 DNA inh	hcDAF-12 act	DAX1 inh-1	PLC-gamma1 inh	DAX1 inh-2	hgDAF12 agonist	PLC-beta3 inh	ssDAF-12 act	SMARCA2 activ
CC1=C(C(=O)OC(C)C)C(c2ccccc2Cl)CC(=O)N1 (stereo not drawn)
 : -2	1	1	-1.7	0.8	-1	-1.4	-0.7	0	-1.4	-1
O=C(CSc1ccccc1)Nc1cccc(S(=O)(=O)N2CCCCC2)c1
 : -1	-1	-4	-1.2	0.1	6	0.0	-1.7	-1	-1.5	-4
Cc1ccccc1Cn1c(C)c(C(=O)NCc2ccc(Cl)c(Cl)c2)sc1=O
 : 0	1	-2	-0.4	nt	5	0.5	-0.5	1	-2.1	-1
Cc1cc(C)c(C)c(S(=O)(=O)N[C@@H](C)C(=O)OCc2cc(=O)n3cc(Br)ccc3n2)c1C
 : -10	-22	8	-1.5	0.2	-16	-0.4	2.5	-21	-1.1	1
Cc1nnsc1C(=O)NNC(=O)Nc1ccccc1
 : 1	-1	-1	-0.5	-0.9	3	1.6	1.8	4	-0.8	-4
Cc1c(NC(=O)c2cc3ccccc3o2)cccc1-n1cnnn1
 : -1	-10	0	1.5	0.9	1	0.4	-1.2	1	-0.6	-2
O=C(C[C@H]1C[C@H](C(=O)N2CCOCC2)[C@@]2(CCC3CCCC3)c3[nH]c4ccc(Cl)cc4c3CCN2C1=O)NCCc1ccccn1
 : -4	5	3	2.3	0.5	-3	-0.8	-0.4	-3	-0.6	0
COc1cccc(CNC(=O)CSCc2cnn(-c3ccccc3)c2-n2cccc2)c1OC
 : 2	5	-2	-1.5	-2.4	0	-1.2	-4.0	-3	-1.0	-5
Cc1cccc(NC(=O)c2ccccc2-c2ccccc2)c1
 : 0	3	-1	-1.4	-0.4	5	-0.9	0.3	2	-1.1	-3
COc1ccc(C(=O)CCC(=O)Nc2ccc(N3CCN(C)CC3)cc2)cc1OC
 : 1	1	0	0.6	0.5	2	0.4	-2.2	-5	-0.2	-2
O=C(NCCCN1CCOCC1)C1CCN(S(=O)(=O)c2cccc(C(F)(F)F)c2)CC1
 : -2	-4	-1	-1.0	1.2	1	3.0	0.9	-1	-1.2	0
COc1cccc(NC(=O)CN(C)C(=O)c2c(-c3c(F)cccc3Cl)noc2C)c1
 : 0	-1	-4	-1.2	0.2	3	-0.8	-0.7	1	-0.7	-1
Cc1oc(-c2ccccc2Cl)nc1CS(=O)(=O)CC(=O)NC1CCCC1
 : 3	-4	-2	-1.0	-1.1	5	-0.2	-3.5	5	-1.5	4
Cc1nn(Cc2cccc(C(=O)NC3CCCCC3)c2)c(C)c1Cl
 : -4	0	-1	-3.1	-2.1	-1	-0.5	-0.5	0	-1.2	1
COc1ccccc1/C=N/OCc1cc(C(C)=O)ccc1OC
 : 5	-2	-1	-2.0	0.5	7	-0.6	-0.8	-3	-1.1	-1
CC1CCN(S(=O)(=O)c2ccc3c(c2)c(=O)c(C(=O)NCc2cccs2)cn3C)CC1
 : -5	29*	1	-1.4	-1.3	1	-0.6	1.9	1	-0.5	-1
CC(=O)n1cc([C@@H]2C=C(C(=O)N3CCN(Cc4ccc5c(c4)OCO5)CC3)O[C@H](OCc3ccc(CO)cc3)C2)c2ccccc21
 : 8	-2	0	-2.5	-2.5	1	-2.0	-4.0	1	-1.5	1
NS(=O)(=O)c1cc(C(=O)OCC(=O)NC2CCCCCCC2)ccc1Cl
 : 1	2	-7	-2.0	-0.5	0	-0.8	0.5	2	-0.7	-1
Cc1ccc(-c2nc3ccccc3n2C)o1
 : -14	-3	4	4.3	1.4	-22	3.8*	11*	-27	0.3	1
COc1cccc(NC(=O)NC2CCCCN(Cc3ccc(C)cc3)C2=O)c1 (stereo not drawn)
 : 2	4	-3	-2.3	nt	9	-1.2	0.5	-2	-1.2	-3
CNc1cccc(-c2c(OC)cccc2OC)n1
 : -11	1	0	-0.8	nt	3	-1.4	-3.1	0	-1.0	-2
CC1=C(C(=O)N(C(C)C)C(C)C)CC(CC(=O)NC2CCCCC2)C(=O)N1Cc1ccccc1 (stereo not drawn)
 : 0	-4	4	-1.2	0.7	3	0.6	3.8	1	-1.4	-5
COc1ccc(C(=O)N2CCCN(C)CC2)cc1S(=O)(=O)N(C)Cc1ccccc1
 : -5	-1	2	0.2	0.4	-1	-3.3	-0.9	-1	-1.1	-1
COc1ccc(C2/C(=C(/O)c3ccc4c(c3)CC(C)O4)C(=O)C(=O)N2CCCN2CCOCC2)cc1 (stereo not drawn)
 : -1	14	-1	2.5	-0.1	-9	0.9	0.8	-14	-0.5	4
O=C(CS(=O)(=O)Cc1ccccc1)Nc1nc2c(s1)CCCC2
 : -3	3	-1	1.7	-0.9	-5	0.5	-1.6	-6	-1.1	3
COc1ccc(CN2C[C@@H](CO)O[C@@H](n3cnc4c(N5CCOCC5)ncnc43)C2)cc1
 : -4	-6	3	1.2	nt	0	-0.8	1.7	-1	-1.5	-4
N#Cc1ccc(OCC(=O)Nc2cccc(S(=O)(=O)NC3=NCCCCC3)c2)cc1
 : -5	-17	-4	1.1	-0.7	-3	-0.9	2.6	-3	-1.1	-1
Cc1cc(Nc2ccccc2)n(-c2ccccc2)n1
 : -1	5	3	-1.4	-0.3	0	-0.3	-0.5	5	-1.7	1
COc1ccccc1CN1CC(C(=O)NCCn2nc(C)cc2C)CCC1=O (stereo not drawn)
 : -6	-2	-2	0.6	0.1	3	-0.5	0.3	-3	-0.9	1
CCCOC(=O)c1ccc(NC(=O)c2cc(Cl)ccc2OC)cc1
 : 1	1	0	-3.1	-0.6	2	-0.6	1.2	3	-1.8	-1
N#CC(=C(O)CN1CCN(c2ccccc2F)CC1)c1nc(-c2ccccc2)cs1
 : 0	5	4	-1.4	-0.3	-4	-1.3	-0.1	-13	-1.1	1
CCN(CC)C(=O)Cn1c(=O)n(Cc2ccccc2Cl)c2c1c(=O)n(C)c(=O)n2C
 : -6	0	0	-1.2	1.4	0	-0.4	-0.2	-3	-0.5	-4
COc1ccccc1C(=O)N1CCCN(C(=O)c2ccccc2OC)CC1
 : -6	13	10	-0.8	-1.2	-1	0.3	0.6	3	-0.6	-3
COc1ccc(-c2ccc(OC)c([C@H]3[C@H]4C=CC[C@@H](C)[C@@H]4C(=O)N3Cc3ccccc3)c2)cc1
 : 1	-3	0	-0.4	0.3	5	0.6	2.1	1	-1.3	1
NC(=O)c1ccccc1NC(=O)CCCN1C(=O)CCC1=O
 : -3	-1	5	0.1	0.7	0	-0.3	-0.5	1	-1.0	0
COc1ccc(NC(=O)CN(C)S(=O)(=O)c2ccc3[nH]c(=O)oc3c2)cc1
 : -6	1	0	3.8	-0.7	-1	0.2	1.1	-4	-0.6	-2
CC(=O)N1c2ccc(S(=O)(=O)N3CCCCC3)cc2CC1C(=O)NCc1cccc(Cl)c1 (stereo not drawn)
 : -3	-5	3	-1.2	0.9	0	-0.5	-2.2	-8	-0.5	0
COc1ccc(/C=N/N=C/c2ccc(OC)c(O)c2)cc1O
 : 6	1	-3	0.0	3.7	6	0.3	-0.4	7	-1.6	2
CCOc1ccc(NC(=O)CSc2nnc(-c3ccccc3)n2N)cc1
 : -3	1	-1	-1.8	-0.7	2	0.1	-1.2	1	-1.1	1
O=C(CCc1ccc(O)c(O)c1)N/N=C/c1ccc2c(c1)OCO2
 : -76	6	9	-0.6	0.1	-114	1.8	-1.3	-180	-0.4	0
CC(Oc1ccc(Cl)cc1Cl)C(=O)N(C)c1ccccc1 (stereo not drawn)
 : 0	1	1	5.4	0.0	0	-0.6	-1.5	0	-0.2	-1
Fc1ccc(-n2cc(CNCCc3ccncc3)c(-c3ccccc3Cl)n2)cc1
 : 2	-8	-2	0.2	0.4	3	-0.3	-0.5	2	-1.1	1
CCN(CC)c1ccc(/C=N/n2c(C)nc3ccccc3c2=O)cc1
 : 1	-2	-6	0.3	1.1	-2	-0.3	1.1	-8	-1.8	-1
C#CCn1c(=NC(=O)c2ccc(Br)s2)sc2cc(NC(C)=O)ccc21
 : -7	-5	-2	0.9	-0.4	-50	0.0	-1.4	-53	-1.2	2
COc1ccc(CNC(=O)C2CCCN(S(=O)(=O)c3ccc(-n4cnnn4)cc3)C2)cc1 (stereo not drawn)
 : -3	-3	-2	-3.2	1.7	0	0.1	-2.1	-6	-0.8	-4
COc1cccc(/C=N/NC(=O)c2[nH]c(C)c(C(=O)N/N=C/c3cccc(OC)c3O)c2C)c1O
 : -1	-6	-6	-5.0	-2.4	-62	-3.0	-12	-64	-2.4	0
COC(=O)[C@]1(CC(C)C)N[C@H](c2ccc(-c3ccc(F)cc3)c(OC)c2)[C@@H]2C(=O)N(C)C(=O)[C@@H]21
 : 0	-4	-3	-0.6	1.1	3	0.1	0.4	-1	-1.4	2
CN1C(=O)[C@H]2[C@@H](/C=C/c3ccccc3)N3C(=O)CN(Cc4ccccn4)C(=O)[C@@]3(C)[C@H]2C1=O
 : -4	1	0	-0.7	-0.1	-4	0.0	1.2	-5	-0.1	0
COc1cccc(C(=O)Nc2cc(C(=O)NCc3ccc(C)cc3)ccc2N2CCC3(CC2)CC(c2ccccc2)=NO3)c1
 : 1	2	-2	0.8	0.1	-1	-0.7	2.1	-12	-0.1	0
Cc1nc(N)c(C#N)c(-c2ccc3c(c2)OCO3)c1C
 : -16	-2	-1	-1.8	-1.0	-38	0.1	-0.2	-54	-1.6	-4
COc1cccc(OC)c1C(=O)Nc1cc(Cl)ccc1N1CCOCC1
 : -4	1	-2	-2.5	-0.9	1	0.1	-2.7	2	-1.5	-1
Cc1c(CNC(=O)c2nn3c(c2Cl)NC(c2ccccc2)CC3C(F)(F)F)cnn1C (stereo not drawn)
 : -1	-1	-1	-2.6	-1.0	-1	-0.1	-4.3	-1	-1.9	-3
CCCS(=O)(=O)NC(=O)C1(C)CCN(C(=O)c2cc(C)nn2C(C)(C)C)C1 (stereo not drawn)
 : 5	-2	-4	-1.3	nt	9.8*	1.2	1.1	0	-0.7	-4
Cc1ccc(C)c(Cn2c(C(=O)OC(C)C)cc3c2ccn3C)c1
 : 0	5	-4	-1.9	-0.2	-7	-0.5	1.5	-5	-1.1	-2
COC(=O)c1ccccc1C(=O)N1CCC(CCC(=O)NC2CC2)CC1
 : -1	2	0	-0.8	0.2	-2	-0.7	-0.9	-6	-0.8	0
COc1ccc(Cl)cc1S(=O)(=O)Nc1noc2ccccc12
 : -3	-4	-6	-0.9	-0.9	2	-0.4	-1.2	-6	-0.8	0
O=C(O)COc1c(-c2ccc(Cl)cc2)oc2ccccc2c1=O
 : -14	0	1	-0.6	-0.6	-8	-0.6	0.9	-9	-1.3	-3
c1ccc(CN2CCOCCOCCOCC2)cc1
 : -3	-1	-2	-0.4	0.4	3	-0.5	0.3	4	-2.0	-3
